# TROY signal inh: blocks TROY-dependent signaling in reporter cells. Q293 LMP1-TROYcd NF-kB luciferase reporter, 4 h. inhibition, % at 10 µM. 360,000 tested, 0.98% active. AID 1347056;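 active = compounds whose plate-normalised and pattern-corrected inhibition of the luciferase reporter signal at the single screening dose is 50% or more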
# NR2F2 inh: NR2F2 (human) inhibition, primary screen; inhibition, % at 8.6 µM; P24468; 370,000 tested, 0.7% active; HEK293T NGFI-A luciferase reporter, luminescence;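 active = inhibition above a per-plate cutoff, mean inhibition of test wells between control levels plus 3 SD, cut at about 38% in these data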;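 also: cells cotransfected with COUP-TFII expression vector driving the NGFI-A reporter; 0% = median of COUP-TF2 test wells and 100% = reporter-only cells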
# NCOA2 inhibitor: inhibits human steroid receptor coactivator 2 | Q15596 | HEK293 GAL4-SRC2 luciferase reporter, luminescence | inhibition, % at 9 µM | 370,000 tested, 0.17% active | AID 651957;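 active = inhibition above the mean inhibition of all tested compounds plus 3 SD, set per campaign, cut at about 52% in these data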;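 also: 0% = DMSO treated cells and 100% = cells given Gossypol at 36 µM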
# SRC3 inh: inhibits human SRC3 coactivator; inhibition, % at 3.6 µM; Q9Y6Q9; 360,000 tested, 0.17% active; AID 588352; HEK293 GAL4-SRC3 luciferase reporter, luminescence;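 active = inhibition above a per-campaign cutoff, the mean of all compounds plus 3 SD, cut at about 60% in these data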;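 also: 0% = DMSO-treated cells and 100% = gossypol-treated cells at 36 µM; higher means less SRC3-driven luciferase light from the GAL4 reporter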
# CF NFkB inh: inhibitors of cystic fibrosis induced NF-kB; KKLEB NF-kB-GFP reporter, PAF-induced, GFP fluorescence overnight; inhibition, % at 5 µM; 360,000 tested, 0.86% active; AID 588850;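 active = at least 50% inhibition at 5 µM, scaled per plate between neutral and stimulator controls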;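 also: PAF is a Pseudomonas aeruginosa culture filtrate used as stimulus; plate controls were PAF-stimulated DMSO wells for no effect and unstimulated DMSO wells for full effect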
# NCOA1 inh: inhibits human SRC1 coactivator; inhibition, % at 3.6 µM; 360,000 tested, 0.12% active; Q15788; HEK293 GAL4-SRC1 luciferase reporter, luminescence;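 active = inhibition above the campaign mean plus 3 SD, with each screening campaign given its own cutoff, cut at about 60% in these data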;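 also: 0% = DMSO treated cells and 100% = gossypol at 36 µM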
# Target sequence (Q15788 whole entry, looked up, the tested form may be a part): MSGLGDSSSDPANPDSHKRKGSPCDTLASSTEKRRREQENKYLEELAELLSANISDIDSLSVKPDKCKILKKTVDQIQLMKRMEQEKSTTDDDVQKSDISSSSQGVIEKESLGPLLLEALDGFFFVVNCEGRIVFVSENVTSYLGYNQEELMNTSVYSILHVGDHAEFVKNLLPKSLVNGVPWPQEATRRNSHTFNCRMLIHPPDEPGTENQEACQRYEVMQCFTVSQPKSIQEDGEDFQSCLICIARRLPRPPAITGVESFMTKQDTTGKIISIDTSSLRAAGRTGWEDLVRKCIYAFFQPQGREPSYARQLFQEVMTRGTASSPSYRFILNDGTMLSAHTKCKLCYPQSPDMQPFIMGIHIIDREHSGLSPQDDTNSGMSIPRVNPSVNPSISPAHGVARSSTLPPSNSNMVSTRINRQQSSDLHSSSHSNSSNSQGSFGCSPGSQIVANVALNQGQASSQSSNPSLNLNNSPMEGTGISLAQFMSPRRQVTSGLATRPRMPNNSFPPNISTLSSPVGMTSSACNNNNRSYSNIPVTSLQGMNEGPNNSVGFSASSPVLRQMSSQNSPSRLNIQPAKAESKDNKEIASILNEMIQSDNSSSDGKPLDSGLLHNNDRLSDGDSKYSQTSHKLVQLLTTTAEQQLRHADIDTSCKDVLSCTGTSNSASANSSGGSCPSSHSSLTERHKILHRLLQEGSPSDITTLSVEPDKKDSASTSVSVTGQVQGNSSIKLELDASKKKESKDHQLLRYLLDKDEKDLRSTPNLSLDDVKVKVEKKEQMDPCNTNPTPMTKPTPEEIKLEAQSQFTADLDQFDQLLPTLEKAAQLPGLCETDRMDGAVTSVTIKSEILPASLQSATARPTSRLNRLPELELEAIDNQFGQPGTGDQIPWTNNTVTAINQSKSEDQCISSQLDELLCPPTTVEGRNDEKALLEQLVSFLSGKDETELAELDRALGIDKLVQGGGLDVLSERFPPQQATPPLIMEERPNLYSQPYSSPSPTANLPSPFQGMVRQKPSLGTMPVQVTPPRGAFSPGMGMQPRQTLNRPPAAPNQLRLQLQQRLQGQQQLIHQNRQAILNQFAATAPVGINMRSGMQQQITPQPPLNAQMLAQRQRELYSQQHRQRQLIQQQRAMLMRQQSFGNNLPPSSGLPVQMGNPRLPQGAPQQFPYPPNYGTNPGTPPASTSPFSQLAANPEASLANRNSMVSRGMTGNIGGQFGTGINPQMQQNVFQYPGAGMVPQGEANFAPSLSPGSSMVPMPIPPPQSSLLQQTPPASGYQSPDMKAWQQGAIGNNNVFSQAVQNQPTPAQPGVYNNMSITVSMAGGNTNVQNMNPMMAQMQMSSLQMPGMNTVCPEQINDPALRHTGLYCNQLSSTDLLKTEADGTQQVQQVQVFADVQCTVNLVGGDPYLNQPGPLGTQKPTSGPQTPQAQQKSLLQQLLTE
# LMP1 NFkB inh: Epstein-Barr LMP1 NF-kappaB reporter inhibition; LMP1-induced NF-kappaB luciferase reporter cells, luminescence; inhibition, % at 12.5 µM; 350,000 tested, 0.69% active; AID 504558; in the data active = inhibition above about 41%;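 also: 0% = neutral control wells and 100% = reference inhibitor control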
# NR5A2 inv ag: suppresses constitutive activity of human LRH-1; O00482; HEK293T StAR-luciferase reporter, LRH-1 transfected, 24 h; 360,000 tested, 0.13% active; AID 602396; inhibition, % at 3.6 µM;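 active = inhibition above the mean inhibition of all tested compounds plus 3 SD, cut at about 73% in these data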;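 also: 0% = DMSO wells and 100% = reporter-only cells lacking LRH-1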
# TWEAK-Fn14 inh: TWEAK-Fn14 signaling inhibition | TWEAK-stimulated Fn14 reporter cells, luciferase luminescence, 8 h | 360,000 tested, 2% active | AID 1159606 | inhibition, % at 10 µM; in the data active = inhibition above about 50%
# C8 TRAIL sens: caspase-8 TRAIL sensitization; NB7+C8 cells + TRAIL, ATPlite viability luminescence; inhibition (viability loss, TRAIL sensitization), % at 10 µM; 360,000 tested, 1% active; AID 624354;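 active = compounds causing at least 50% loss of cell viability in the single-dose screen, relative to plate controls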
# KKLEB tox: counter-screen for CF NF-kB inhibitors: cytotoxicity; KKLEB CF airway cells viability, ATPlite luminescence, overnight; hits give low values; cells stimulated with P. aeruginosa culture filtrate; activity change (cytotoxicity), % at 5 µM; 360,000 tested, 0.36% active;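 active = corrected activity change at or below -50% at 5 µM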
# Numbers without * were called inactive; . = no result given.
SMILES,TROY signal inh,NR2F2 inh,NCOA2 inhibitor,SRC3 inh,CF NFkB inh,NCOA1 inh,LMP1 NFkB inh,NR5A2 inv ag,TWEAK-Fn14 inh,C8 TRAIL sens,KKLEB tox
c1coc(-c2nc(-c3ccco3)c(-c3ccco3)nc2-c2ccco2)c1,4,1,-14,4,4,9,-4,13,81*,-17,-11
Clc1ccc(OCc2nnc3n2N=C(c2ccc4c(c2)OCCO4)CS3)c(Cl)c1,60*,3,-27,-6,21,-17,12,10,53*,-19,5
O=C(NCC1CCCO1)Nc1cccc(Cl)c1 (stereo not drawn),-23,-12,-25,0,-10,-23,-10,-5,-10,3,6
CCCCn1c(N)c(N(CCOC)C(=O)c2sc3cc(F)ccc3c2Cl)c(=O)[nH]c1=O,-21,6,15,-6,-4,-3,0,4,5,-5,2
CCOC(=O)c1cnn(-c2ccccc2)c1-n1cccc1,15,5,1,-9,-3,-2,0,1,0,-2,-7
C/C(CC(=O)Nc1ccc(Br)cc1)=N\NC(=O)Cc1csc(N)n1,-14,3,-1,-13,2,-15,-7,-16,6,-3,14
CCOCCOC(=O)C1=C(C)NC2=C(C(=O)CC(c3cccs3)C2)C1c1ccsc1 (stereo not drawn),3,7,1,10,11,2,-1,11,19,-12,1
Cc1c(C)n(C)c2ccc(C(=O)NCCCN(C)C3CCCCC3)cc12,-21,-6,-20,15,-6,23,2,-4,0,2,-1
O=C(N/N=C/c1ccccc1Cl)c1[nH]c2ccc(Br)cc2c1-c1ccccc1,21,4,8,15,63*,-3,9,26,38,-43,-14
CCc1cccc(C)c1NC(=S)NCCc1c(C)[nH]c2ccc(C)cc12,-4,6,-11,10,-13,-5,-3,6,-8,29,8
CC(O)(c1ccc(F)c(F)c1)c1nc(-c2ccc3ccccc3c2)cs1 (stereo not drawn),-4,10,5,-5,-13,2,.,-13,17,-1,6
COc1ccc(OCCN2C(=O)NC(C)(c3ccc(C)cc3)C2=O)cc1 (stereo not drawn),17,-11,0,18,2,-4,0,11,8,-3,-9
Cc1ccccc1C(=O)NCC(=O)NNC(=S)NC(=O)c1ccccc1,-16,-2,-17,6,8,-22,-4,-4,-22,2,0
COc1cc(CNC(C)C23CC4CC(CC(C4)C2)C3)cc(OC)c1OC (stereo not drawn),-11,-10,10,8,-16,5,7,17,-2,-6,4
CC(=O)NC(c1cccc(F)c1)c1nc(-c2cnn(C)c2)cs1 (stereo not drawn),1,5,-7,-3,18,10,.,9,-7,-10,-6
CC1CCCN(S(=O)(=O)c2ccc(NC(=O)[C@@H]3CCCN3C(=O)c3cccs3)cc2)C1 (stereo partly drawn),-2,-6,-3,-10,3,-15,0,0,-7,7,9
Cc1ccc(-c2csc(N(CCCN3CCOCC3)C(=O)c3ccco3)n2)cc1,-5,15,11,-11,-10,-3,-4,16,0,0,-10
Clc1ccccc1CSc1nnc([C@@H]2CCCN2)o1,-7,-12,-20,5,-2,-4,-3,-11,8,-6,-3
CC1CCN(C(=O)CCC(=O)Nc2ccc([N+](=O)[O-])cc2)CC1,-10,17,11,-10,-32,-7,-7,5,5,0,-12
C=C1c2cc(OC)ccc2NC(=O)N1CC,4,-17,-16,-1,5,-1,3,-7,-2,-9,-8
CCOc1nc2cnccc2n(CC(=O)Nc2ccccc2F)c1=O,3,13,-17,-14,9,7,6,-23,-26,18,4
Cc1nc2ccc(NC(=S)NCc3ccccc3)cc2nc1C,-16,-1,9,-55,9,-15,-8,-39,1,-8,-5
CCc1sc(C(=O)N2CCCN(C)CC2)cc1Br,-7,13,-4,11,0,17,8,14,3,6,-7
CCCCn1c(N)c(N(CCOC)C(=O)CCNC(=O)c2ccc(Br)cc2)c(=O)[nH]c1=O,-23,-18,12,7,4,-15,-3,8,12,-13,-4
Cn1cccc1/C=N/NC(=O)C12CC3CC(CC(C3)C1)C2,-21,-12,-29,-14,2,-18,2,-60,-18,8,-4

# Next part (two carried over from the part before).
SMILES,TROY signal inh,NR2F2 inh,NCOA2 inhibitor,SRC3 inh,CF NFkB inh,NCOA1 inh,LMP1 NFkB inh,NR5A2 inv ag,TWEAK-Fn14 inh,C8 TRAIL sens,KKLEB tox
CCCCn1c(N)c(N(CCOC)C(=O)CCNC(=O)c2ccc(Br)cc2)c(=O)[nH]c1=O,-23,-18,12,7,4,-15,-3,8,12,-13,-4
Cn1cccc1/C=N/NC(=O)C12CC3CC(CC(C3)C1)C2,-21,-12,-29,-14,2,-18,2,-60,-18,8,-4
O=C(CN1C(=O)c2cccc3cccc(c23)C1=O)N1CCOCC1,1,4,17,-2,2,-76,1,-5,-2,-5,2
O=C(CNC(=O)c1ccccc1)OCc1cc(=O)n2cc(Br)ccc2n1,-16,1,5,3,-8,15,-1,13,-11,-2,10
CC(C)c1ccc(CN2CCC(C)(Oc3ccc(Cl)cc3)C2)cc1 (stereo not drawn),-6,3,2,9,12,4,.,3,-2,3,0
O=C(Nc1ccc([N+](=O)[O-])cn1)c1ccc(Br)o1,-41,2,-44,-17,-15,-37,-6,-59,-20,5,4
COc1cc(-c2noc(C)c2C(=O)NCCc2c[nH]c3ccccc23)cc(OC)c1OC,19,-4,11,-6,-3,2,-5,30,-5,7,-2
Cc1ccc(-c2nc(N)nc(N)n2)c(C)c1,-8,-13,8,10,-5,-4,4,-7,5,-2,-10
CCOC(=O)N1CCC(NC(=O)c2ccc3c(c2)N=C(C)c2c(C)ccc(C)c2S3)CC1,20,-48,21,3,57*,-29,12,27,4,4,-18
COC(=O)c1ccc(S(=O)(=O)N2CCC(C(N)=O)CC2)n1C,-1,-10,8,24,-9,20,4,-4,-5,-26,-4
N#Cc1ccccc1S(=O)(=O)Nc1ccc2c(c1)OCCO2,10,-2,2,-9,9,4,4,-14,32,-15,11
Cc1ccc(/C=N/n2cnc3sc(C)c(C)c3c2=O)o1,-10,16,-15,-20,0,-23,-18,-2,-13,-2,-5
COC(=O)C1=C(C)N(CCCC(=O)O)C(=O)NC1c1ccc(C(F)(F)F)cc1 (stereo not drawn),2,3,-22,22,-13,10,0,-3,0,-4,10
O=C(CNC(=O)c1cccnc1)N/N=C/c1cccnc1,-12,-8,-21,13,2,-111,8,8,10,-3,-6
NC(=O)NC(=O)CN1c2cccc3cccc(c23)S1(=O)=O,-13,0,-18,9,9,15,3,13,20,-4,-11
Cc1ccc(S(=O)(=O)N2CCN(C(=O)c3ccc(-n4cncn4)c([N+](=O)[O-])c3)CC2)cc1,0,-4,-2,-13,11,-15,-6,11,10,-5,0
OCC1OC(n2ccc3c(NO)ncnc32)C(O)C1O (stereo not drawn),46,47*,41,85*,86*,69*,80*,98*,82*,92*,-92*
COc1ccc(/C=C(\NC(=O)c2cccs2)C(=O)Nc2cccc3ccccc23)cc1OC,1,16,-8,8,-18,10,1,-4,9,2,0
O=C(c1ccc(Oc2ccccc2)cc1)C1CCCN(C(=O)c2cnccn2)C1 (stereo not drawn),16,14,1,12,12,-5,1,-8,-6,10,-2
CCCCN(C(=O)C1CCCC1)c1c(N)n(CC(C)C)c(=O)[nH]c1=O,5,-4,-9,8,-14,-6,-15,6,-2,-2,4
CCCN(CC(=O)Nc1ccccc1C)C(=O)Cc1coc2cc(C)ccc12,8,1,-1,19,-3,-27,9,-1,-3,2,18
CC(=O)/C=C/c1ccccc1O,-1,2,9,7,3,-15,52*,-4,5,-7,-10
Cc1cccc(C)c1NC(=O)CSc1nc(N2CCOCC2)nc(N2CCOCC2)n1,-8,15,-24,5,11,-4,1,-3,-16,-1,-9
c1ccc(CNc2ncnc3[nH]ncc23)cc1,13,0,11,15,1,2,-3,12,3,-18,11
COc1ccc(C)cc1NC(=O)c1ccccc1N(C)S(=O)(=O)c1ccccc1,-17,10,7,3,13,9,-10,-5,-6,6,-8
CCC1Sc2ccc(S(=O)(=O)CCC(=O)NC3CCCCCC3)cc2NC1=O (stereo not drawn),-6,30,0,5,-6,-10,4,12,1,-11,5
COc1cc(NC(=O)c2c(F)c(F)c(F)c(F)c2F)c(OC)cc1Cl,-28,-6,-11,-4,-14,-2,7,10,-60,76*,14

# Four of the entries above in order of their number in TWEAK-Fn14 inh, largest number first:
Molecule,TWEAK-Fn14 inh
CCOCCOC(=O)C1=C(C)NC2=C(C(=O)CC(c3cccs3)C2)C1c1ccsc1 (stereo not drawn),19
CC(=O)/C=C/c1ccccc1O,5
CCC1Sc2ccc(S(=O)(=O)CCC(=O)NC3CCCCCC3)cc2NC1=O (stereo not drawn),1
O=C(NCC1CCCO1)Nc1cccc(Cl)c1 (stereo not drawn),-10

# Following part
SMILES,TROY signal inh,NR2F2 inh,NCOA2 inhibitor,SRC3 inh,CF NFkB inh,NCOA1 inh,LMP1 NFkB inh,NR5A2 inv ag,TWEAK-Fn14 inh,C8 TRAIL sens,KKLEB tox
C/C(=N\NC(=S)NCCc1ccccc1)c1cccs1,-16,0,24,-9,10,-15,-10,-2,-32,-2,1
CCCC(=O)Nc1nn(C)c2nc3ccc(C)cc3cc12,-17,-27,-20,-1,-16,8,-5,-7,31,-11,4
CCOc1ccc(-c2c(C(=O)N/N=C/c3cccc(Br)c3)nnn2-c2nonc2N)cc1,8,-16,34,20,38,5,-5,7,-42,16,-35
Cc1c(Cl)cnc(NC(=O)COC(=O)C2CC2)c1Cl,-13,-4,-35,-17,26,-21,1,-5,-42,-10,3
CC(CC#CCN1CCOCC1)OCCC#N (stereo not drawn),-6,-14,-11,15,9,16,-4,18,7,-1,-1
CC(O)CNc1nc2sc3c(c2c(=O)n1CCc1ccccc1)CCCCC3 (stereo not drawn),-17,-2,-38,-17,6,-22,-11,-8,-46,5,-3
Cn1cc2cc([N+](=O)[O-])ccc2n1,13,1,-34,6,3,-18,0,17,-32,-25,4
COC(=O)CSc1nc(C)c2ccc(OC)cc2n1,-25,-4,-4,3,-2,-12,-12,-14,-6,13,-8
COc1ccc(CC(=O)OCn2nnc3ccccc3c2=O)cc1,-7,-24,12,13,-3,-2,-9,4,-7,-20,2
COc1ccc(S(=O)(=O)N2CC(=O)Nc3ccccc32)cc1C,4,10,-21,-11,-6,8,1,7,-1,0,-1
Nc1cccc(/C=C/C(=O)O)c1,8,-1,2,16,14,5,-5,9,-14,-17,-2
Cc1ccc(S(=O)(=O)Oc2ccc(/C=N/N=C3/NC(=O)C(CC(=O)O)S3)cc2)cc1[N+](=O)[O-] (stereo not drawn),6,-11,-25,18,-30,-5,-5,-3,-4,-26,24
Cc1ccc([C@H]2C[C@@H](n3cc(COC(=O)c4ccccc4)nn3)[C@H](O)CN2C(=O)C2CCCCC2)cc1,2,15,19,2,-31,0,-7,-33,8,19,4
Cc1ccc(NC(=O)CN(C)C(=O)Cc2ccc3c(c2)CCC3)cc1,8,9,11,11,-10,-17,-5,-13,-13,-3,0
O=C(Cc1ccccc1F)NC1CCSc2ccccc21 (stereo not drawn),6,17,1,12,9,3,9,-9,0,5,-6
NC(=O)[C@@H]1CCCCNc2c(F)cc([N+](=O)[O-])cc2C(=O)N[C@@H](CC(=O)O)C(=O)N[C@@H](CCC(=O)O)C(=O)N1,7,.,.,-6,15,-4,3,-3,4,12,0
CCCCNC(=O)COn1nnc2ccc(S(=O)(=O)N3CCOCC3)cc21,-6,-15,10,-8,14,-15,-6,-2,7,-3,-10
C=CCNC(=S)NNC(=O)C(CCC(C)C)CC(C)(C)O (stereo not drawn),-21,-8,-41,-4,-5,2,7,-6,-14,0,-8
COc1ccc(CNC(=O)C2CCCC2)cc1,-21,14,-50,-15,11,-33,-4,-7,2,-12,-22
